# Bioassay records deposited in PubChem by National Center for Advancing Translational Sciences (NCATS).
# GLS inhibitor: glutaminase GLS (human) inhibition; GLS enzymatic activity, qHTS titration; 410,000 compounds, 0.21% hits; Potency, µM (highest dose often 45.5 µM), without a hit: top-dose activity change, negative = inhibition, most hits filed as inhibitors
# Target sequence (O94925 whole entry, looked up): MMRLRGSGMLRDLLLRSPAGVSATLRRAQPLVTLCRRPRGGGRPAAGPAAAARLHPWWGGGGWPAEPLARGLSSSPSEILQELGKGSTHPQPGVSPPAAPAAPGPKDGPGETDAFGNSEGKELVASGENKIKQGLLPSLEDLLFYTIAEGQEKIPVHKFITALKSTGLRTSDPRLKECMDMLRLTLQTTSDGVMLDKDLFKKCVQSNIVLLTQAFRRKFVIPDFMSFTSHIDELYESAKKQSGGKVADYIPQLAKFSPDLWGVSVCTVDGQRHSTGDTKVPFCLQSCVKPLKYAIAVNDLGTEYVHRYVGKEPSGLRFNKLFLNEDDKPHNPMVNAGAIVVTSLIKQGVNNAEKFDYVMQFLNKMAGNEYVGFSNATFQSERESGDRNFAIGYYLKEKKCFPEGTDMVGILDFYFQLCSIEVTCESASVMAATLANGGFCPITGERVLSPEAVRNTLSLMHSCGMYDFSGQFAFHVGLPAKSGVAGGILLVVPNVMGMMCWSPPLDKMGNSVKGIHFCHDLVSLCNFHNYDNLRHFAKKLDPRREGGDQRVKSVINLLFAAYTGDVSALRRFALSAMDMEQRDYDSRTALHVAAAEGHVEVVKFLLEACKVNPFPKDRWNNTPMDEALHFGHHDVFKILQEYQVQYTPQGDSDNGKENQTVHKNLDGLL
#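 Read-out is an Amplex red fluorescence increase coupled through glutamate oxidase and HRP, measured before and after 30 min room-temperature incubation. hKGA is in 45 mM KH2PO4 (pH 8.2) with 0.02% Tween-20; glutamine added as 1mM solution.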
# ALOX12 inh: ALOX12 (human) lipoxygenase inhibition. purified 12hLO, xylenol orange hydroperoxide absorbance. Potency, µM (highest dose often 108 µM), inactives show at the top dose activity change, negative = inhibition, usual class: inhibitors. 580,000 compounds, 1.1% hits. AID 1671190
#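 Purified human 12hLO at 150 nM in 25 mM Hepes, 0.01% Triton X-100, pH 7.0, preincubated 15 min at room temperature with compound. Reaction started with 40 uM arachidonic acid, 30 min at room temperature. Hydroperoxide measured by Fe-xylenol orange, 573/405 nm absorbance ratio.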
# * = called active by the depositor; ? = inconclusive; [ ] = another dose, or the depositor's remark. Calls come from the whole dose curve; as a rule, active = well fitted inhibition curve with a large enough effect; inconclusive = small, poorly fitted or top-dose-only effect, or another doubt; inactive = no such curve, though single readings can be large or run the other way. % is set by controls: 0 for no effect and ±100 for the full control effect; potency is the fitted concentration of half-maximal effect. These rows are one share of the data, so the mix of outcomes need not match the whole.
# A first look, three compounds:
SMILES,GLS inhibitor,ALOX12 inh
CCCCN(C)C(=O)c1sc(=O)n(Cc2ccccc2C#N)c1C,2%,-4%
Cc1nc2ccc(C(=O)NCCCn3ccnc3)cn2c1N(C)CC1CCCCC1,26%,-8%
CCOC(=O)[C@]12CCC=C1N(Cc1cccc3ccccc13)C(=O)[C@H](CC(=O)NCCC(C)C)C2,-3%,3%

# All compounds of this part, repeating the preview:
SMILES,GLS inhibitor,ALOX12 inh
CCCCN(C)C(=O)c1sc(=O)n(Cc2ccccc2C#N)c1C,2%,-4%
Cc1nc2ccc(C(=O)NCCCn3ccnc3)cn2c1N(C)CC1CCCCC1,26%,-8%
CCOC(=O)[C@]12CCC=C1N(Cc1cccc3ccccc13)C(=O)[C@H](CC(=O)NCCC(C)C)C2,-3%,3%
CC(O)(c1ccc(F)c(F)c1)c1nc(-c2ccc(Cl)cc2)cs1 (stereo not drawn),0%,?
CN(Cc1ccccc1)C(=O)c1csc(COCCO)n1,0%,5%
COc1cc(NCc2ccc3nc(N)nc(N)c3c2C)cc(OC)c1OC,-7%,?
CCCc1nc2c3ccccc3ccn2c1Cc1ccccc1C(F)(F)F,14%,?
COc1cccc(C(NC(C)=O)c2nc(-c3ccc4c(c3)OCO4)cs2)c1 (stereo not drawn),-1%,?
CC(C)(C)S(=O)N1Cc2cc(C(=O)N3CCc4ccccc4C3)nc(-c3cccc(-c4ccncc4)c3)c2[C@H]1CCO (stereo partly drawn),-4%,?
CC(C)(C)c1ccc(S(=O)(=O)NC(=O)C2(C)CCN2C(=O)CC2CC2)cc1 (stereo not drawn),1%,-7%
CC(=O)NCCNc1nc(NCc2cccs2)nc2ccsc12,5%,?
CC(O)(c1ccc(F)c(F)c1)c1nc(-c2ccc(F)c(Cl)c2)cs1 (stereo not drawn),4%,?
CC(C)Cc1ccc(CN2C(C)C(=O)N(Cc3cn(Cc4ccco4)nn3)CCS2(=O)=O)cc1 (stereo not drawn),-21%,14µM*
O=c1[nH][nH]c2c1[C@H](c1ccc(F)cc1)O[C@H](C1CCCCC1)C2,12%,?
CC1(Cc2ccc(Cl)cc2)C(=O)Nc2ccc(-c3cccnc3)cc21 (stereo not drawn),6%,-4%
CCOC(=O)[C@]12CCCC=C1N(Cc1cccc3ccccc13)C(=O)[C@H](CC(=O)N1CCN(C(=O)c3ccco3)CC1)C2,2%,-4%
CC(C)n1c(=O)c2ccccc2n1Cc1cn(-c2ccc(Cl)cc2)nn1,1%,?
CC1(C(=O)NS(=O)(=O)c2ccccc2)CCN1C(=O)Cc1cc(F)ccc1F (stereo not drawn),-5%,-2%
CC(C)(C)CNC(=O)c1cc2c(Br)ccc(Br)c2nc1N,2%,-45%
CCCC(=O)N1CCC1(C)C(=O)NS(=O)(=O)c1ccc(OC)cc1 (stereo not drawn),1%,-25%
COCCCn1cc(CN(C)C2CN(Cc3cn(CCCOC)nn3)S(=O)(=O)C2)nn1 (stereo not drawn),-2%,?
CCc1nc2c(OCCn3cccc3)cccn2c1N(C)C(=O)c1cccs1,-5%,-8%
CCCCCCCCN1C(=O)[C@H](CC(=O)N2CCC(c3ccccc3)CC2)C[C@@]2(C(=O)OC)CCCCC=C12,4%,-28%
C=Cc1ccc(Cn2c(C)c(C(=O)NCc3ccc(Cl)c(Cl)c3)sc2=O)cc1,0%,-8%
CN(C)CCNC(=O)c1cccc(-c2cccc3nncn23)c1,5%,-7%
# More entries.
SMILES,GLS inhibitor,ALOX12 inh
O=C(NCc1ccccc1)c1ccc(-c2cn[nH]c2)c2ccoc12,4%,0%
COc1ccccc1-c1ccc2c(c1)C(C)(Cc1cc(Cl)ccc1C(F)(F)F)C(=O)N2 (stereo not drawn),-15%,-11%
COc1ccc(C(C)(NC(C)=O)c2nc(-c3ccncc3)cs2)cc1 (stereo not drawn),4%,5%
COCCN(Cc1ccc(C)cc1)C(=O)[C@H]1O[C@@H](n2ccc(=O)[nH]c2=O)[C@H](O)[C@@H]1O,4%,?
CC1(C(=O)NCc2ccc(Cl)cc2)CCN1C(=O)c1cccc(F)c1 (stereo not drawn),2%,0%
O=S1(=O)CC(N2CC=CC2)CN1Cc1cn(Cc2cccc(Cl)c2)nn1 (stereo not drawn),16%,-56%
OCCCNc1ncnc2c1ncn2[C@H]1CN(Cc2ccc(-c3ccccc3)cc2)C[C@@H](CO)O1,3%,6%
CC(=O)Nc1cccc(-c2ccnc3c2CC(C(=O)NCCN(C)C)O3)c1 (stereo not drawn),9%,-1%
CCN(CC)C(=O)c1csc(COCCO)n1,-2%,7%
CCCCn1nnnc1C(c1cc2ccccc2o1)N1CCN(c2ccncc2)CC1 (stereo not drawn),0%,-6%
COCCNC(=O)C1(C)CCCN(C(=O)c2ccc(C#N)cc2)C1 (stereo not drawn),-9%,9%
CC1(C(=O)NS(=O)(=O)c2ccc(C#N)cc2)CCN1C(=O)C1(c2ccc(Cl)cc2)CCC1 (stereo not drawn),15%,-13%
CCCCN1CC(N(C)CCN(C)C)CS1(=O)=O (stereo not drawn),-1%,24%
Cc1cnc2nc(-c3ccccc3)ccc2c1,-1%,4%
CCCCN(C(C)=O)c1c(CC)nc2ccc(C(=O)NCCOc3ccc(OC)cc3)cn12,-2%,-10%
COc1ccc(C(=O)N(c2c(C)cccc2C)C(COC(C)=O)COC(C)=O)cc1,7%,0%
OC(c1ccc(F)c(F)c1)c1ncc(-c2ccccc2F)[nH]1 (stereo not drawn),16%,-5%
CC(C)c1ccc(CC(=O)N2CCC2(C)C(=O)Nc2ccc3c(c2)OCO3)cc1 (stereo not drawn),-10%,-1%
O=C(NCc1ccccc1)c1cc(C2COCCN2C(=O)C2CC2)on1 (stereo not drawn),-25%,6%
CC(=O)Nc1cc(-c2cccc(F)c2)cn2c(-c3ccc(F)c(Cl)c3)cnc12,-11%,-23%
CCOC(=O)C(Cc1ccc(O)cc1)NC(=O)c1cc2c(cn1)[nH]c1ccccc12 (stereo not drawn),-16%,-3%
Nc1[nH]c(C(=O)c2ccccc2)c(-c2ccccc2C(F)(F)F)c1C(=O)NCCc1c[nH]c2ccccc12,19%,-3%
CCCCNC(=O)C1(C)CCN1C(=O)c1ccc2c(c1)CCO2 (stereo not drawn),3%,26%
CC1(C(=O)NCc2cccc(C(F)(F)F)c2)CCN1C1Cc2ccccc2C1 (stereo not drawn),4%,0%
Cc1cc(O)ccc1-c1ccc2nncn2c1,16%,-22%

# Part of the list above, with values under each structure:
# Under each structure: GLS inhibitor	ALOX12 inh
- OCCCNc1ncnc2c1ncn2[C@H]1CN(Cc2ccc(-c3ccccc3)cc2)C[C@@H](CO)O1
  3%	6%
- CC(=O)Nc1cccc(-c2ccnc3c2CC(C(=O)NCCN(C)C)O3)c1 (stereo not drawn)
  9%	-1%
- CCN(CC)C(=O)c1csc(COCCO)n1
  -2%	7%
- CCCCn1nnnc1C(c1cc2ccccc2o1)N1CCN(c2ccncc2)CC1 (stereo not drawn)
  0%	-6%
- COCCNC(=O)C1(C)CCCN(C(=O)c2ccc(C#N)cc2)C1 (stereo not drawn)
  -9%	9%

# Remaining list, next part.
SMILES,GLS inhibitor,ALOX12 inh
O=C(Nc1nnc([C@H]2C[C@H](O)[C@@H](CO)O2)s1)c1cccc(Cl)c1,4%,-10%
O=C(CCCN1C(=O)C(=Cc2ccc3c(c2)OCO3)SC1=S)Nc1ccc(C(=O)O)c(O)c1,24%,?
CC(=O)NCCNc1nc2cc(-c3ccc(C(=O)N4CCN(C)CC4)cc3)sc2c(=O)n1C,-1%,?
CC1(C(=O)NS(=O)(=O)c2ccc(C#N)cc2)CCN1C(=O)Cc1ccc(-c2ccccc2)cc1 (stereo not drawn),3%,?
C=CC[N+]1([C@H]2C[C@H]3[C@@H]4CC[C@H]5C[C@H](OC(C)=O)[C@@H](N6CCCCC6)C[C@]5(C)[C@H]4CC[C@]3(C)[C@H]2OC(=O)CC)CCCCC1,0%,-13%[22.9 µM]
CCCNC(=O)C1(C)CCCN(Cc2ccc(-n3ccnc3)cc2)C1 (stereo not drawn),4%,-8%
CCOC(=O)[C@]12CCC=C1N(Cc1cccc3ccccc13)C(=O)[C@H](CC(=O)NCc1cccc3ccccc13)C2,-13%,-2%
COc1cc(Cn2c3ccc(NC(=O)CC(C)c4ccccc4)cc3c(=O)n2C)ccc1F (stereo not drawn),-1%,?
O=C(Nc1ccc2c(c1)OCCO2)C1c2ccccc2OCC(=O)N1Cc1ccccn1 (stereo not drawn),?,-32%
O=C(CC[C@H]1O[C@@H](n2ccc(=O)[nH]c2=O)[C@H](O)[C@@H]1O)N[C@H](Cc1ccccc1)C(=O)NCc1cccs1,11%,-2%
COCCN(Cc1ccc(C)cc1)C(=O)[C@H]1O[C@@H](n2ccc(N)nc2=O)[C@H](O)[C@@H]1O,-18%,-14%
COc1ccc(N2CCN(C(c3ccccc3)c3nnnn3C(C)(C)C)CC2)cc1 (stereo not drawn),32%[activator],?
CC1COc2c3ccccc3nn21 (stereo not drawn),-7%,-21%
C#CCNC(=O)C[C@@H]1C[C@@]2(C(=O)OC)CCCCC=C2N(CCC2=CCCCC2)C1=O,16%,0%
CCOC(=O)C1(C)CCN1C(=O)c1cccc(OC)c1 (stereo not drawn),5%,-4%
CCN(CC)C(=O)c1cccc(-c2csc(C(O)c3ccc(OC)cc3)n2)c1 (stereo not drawn),-3%,-26%
COCCNc1ncnc2c1ncn2[C@H]1CN(Cc2ccc(F)cc2)C[C@@H](CO)O1,-4%,-16%
Cc1cc(C)n(CCNC(=O)[C@H]2O[C@@H](n3ccc(N)nc3=O)[C@H](O)[C@@H]2O)n1,-1%,50µM*
O=S1(=O)N[C@@H](Cc2ccccc2)COc2cc(N3CCN(Cc4ccccc4F)CC3)ccc21,-6%,6%
CN1CCN(c2ccc(CNC[C@H]3O[C@@H](n4cnc5c(=O)[nH]c(N)nc54)[C@H](O)[C@@H]3O)c(F)c2)CC1,37%[activator],0%
CC(=O)N1Cc2cc(C(=O)NCc3cccc(F)c3)nc(-c3cccc(C4=CCCCC4)c3)c2[C@H]1CCO,5%,-66%
CCCC[C@@H]1CC2=C(C(=O)OC(C)(C)O2)[C@@H](c2ccc(Cl)cc2)O1,-11%,-1%
CCCCNC(=O)C1(C)CCCCN1C(=O)c1ccc(C)c(F)c1 (stereo not drawn),-6%,1%
Clc1ccccc1-c1cnc2sc(NCc3ccc4c(c3)OCO4)nn12,3%,-5%
O=C1C(=Cc2cn(-c3ccccc3)nc2-c2ccc(OCc3ccccc3F)cc2)SC(=S)N1CCS(=O)(=O)O,37%[activator],?
# Next section
SMILES,GLS inhibitor,ALOX12 inh
O=C(NC1CCCCC1)C1c2ccccc2OCC(=O)N1CCCN1CCOCC1 (stereo not drawn),0%,-20%
Cc1noc(C)c1C(=O)N1CCC1(C)C(=O)NS(=O)(=O)c1cccs1 (stereo not drawn),9%,23%
Cc1ccccc1CN1CCN(C(=O)[C@H]2O[C@@H](n3cnc4c(N)ncnc43)[C@H](O)[C@@H]2O)CC1,9%,?
CCCc1nc2c3ccccc3ccn2c1Cc1cccc(F)c1,2%,?
Cc1nc2ccc(C(=O)Nc3cccc(NS(C)(=O)=O)c3)cn2c1N(C)C(=O)CCc1ccccc1,6%,21%
COc1ccc(Cc2c(-c3ccc(C)cc3)nc3c4ccccc4ccn23)c(C)c1,3%,?
CCOCCn1c(N2CCCN(C)CC2)nc2ccccc21,42%[activator],-12%[22.9 µM]
COc1ccc(-c2csc(C(NC(C)=O)c3cccc(F)c3)n2)cc1 (stereo not drawn),0%,-21%
C(=C\c1ccccc1)/CN1CCN(C(CCc2ccccc2)c2nnnn2C2CCCCC2)CC1 (stereo not drawn),-1%,?
CC(C)n1c(=O)c2ccccc2n1S(C)(=O)=O,3%,10%
Cc1cccc(C)c1NC(=O)C1(C)CCC(=O)N1CCc1c[nH]c2ccccc12 (stereo not drawn),15%,-35%
CC(=O)NC(c1ccccc1)c1nc(-c2cncnc2)cs1 (stereo not drawn),0%,?
CCOC(=O)C1=CCN(S(=O)(=O)c2ccc(F)cc2)C1c1cccc(F)c1 (stereo not drawn),4%,-30%
O=S1(=O)C[C@@H](N2CCCC2)[C@H](COCc2ccccc2)N1,-10%,?
CCOC(=O)C1(C)CCCN(C(=O)c2ccc(OC)c(OC)c2)C1 (stereo not drawn),-4%,2%
COc1cccc(CN2CCC2(C)C(=O)NCc2cccc(C(F)(F)F)c2)c1OC (stereo not drawn),0%,-1%
COc1cc(CN2C[C@@H](CO)O[C@@H](n3cnc4c(N5CCN(c6ccccc6)CC5)ncnc43)C2)cc(OC)c1OC,25%,-4%
